CaV13 FRET inh: Primary screen for inhibitors of IQ motif and Ca2+-dependent inactivation inhibitor domain binding in CACNA1D, Förster resonance energy transfer in living cells, …; HEK cells, CFP/YFP FRET ICDI-IQ, plate reader, 10 min; percent FRET-ratio fall versus neutral wells; inhibition, % at 12.3 µM; 0.098% of 340,000 active; AID 743397;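 active = mean replicate inhibition of at least 30% and at least 1% of replicates passing that level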;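 note: 0% = median of the neutral control wells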
NR2E3 ag-1: NR2E3 agonists in two-hybrid cells, primary screen, cell-based, luminescence, CHO-S, Gal4-NCOR/VP16-NR2E3 | 0.35% of 360,000 active | inhibition of corepressor binding, % at 3.98 µM | Photoreceptor-specific nuclear receptor (Homo sapiens), Q9Y5X4 | luciferase | AID 602229, 2012;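 active = inhibition above the mean of all tested compounds plus 3 SD, cut at about 70% in these data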;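 note: 0% = DMSO with NR2E3 transfected cells and 100% = cells lacking NR2E3 construct; higher means lower luciferase signal from less NR2E3 corepressor binding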
Target sequence (Q9Y5X4 whole entry, looked up, the tested form may be a part): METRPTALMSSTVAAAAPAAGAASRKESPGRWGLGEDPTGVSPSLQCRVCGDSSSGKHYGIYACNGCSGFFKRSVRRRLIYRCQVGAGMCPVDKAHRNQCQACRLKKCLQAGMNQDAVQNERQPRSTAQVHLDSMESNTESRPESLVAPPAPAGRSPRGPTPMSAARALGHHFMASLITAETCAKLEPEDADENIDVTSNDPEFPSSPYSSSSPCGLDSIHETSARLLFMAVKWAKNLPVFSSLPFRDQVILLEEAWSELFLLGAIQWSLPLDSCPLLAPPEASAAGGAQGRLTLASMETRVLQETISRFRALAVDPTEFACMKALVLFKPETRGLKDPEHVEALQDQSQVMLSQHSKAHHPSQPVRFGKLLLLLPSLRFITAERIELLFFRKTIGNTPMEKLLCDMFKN
HIF-2a block: HIF-2a reporter inhibitors, primary screen, luminescence, 786-0 RCC cells; 786-0 RCC cells HIF-2a reporter, luciferase luminescence, overnight; inhibition, % at 18.8 µM; 0.72% of 360,000 active; AID 624352, 2012;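 active = inhibition of the luminescence signal of 40% or more relative to plate controls, in a single-dose primary screen at 18.75 µM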
NR2E3 ag-2: inhibitors of NR2E3-RetCOR corepressor binding, primary screen, NR2E3 agonist project, biochemical, TR-FRET, GST-NR2E3, biotin-RetCOR; AID 2300, 2010; inhibition of corepressor binding, % at 4.78 µM; Photoreceptor-specific nuclear receptor (Homo sapiens), Q9Y5X4; 1536-well; 0.12% of 320,000 active;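 active = percent inhibition above the cutoff of mean plus 3 SD of all tested compounds, set per screening campaign, cut at about 20% in these data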;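 note: 0% = DMSO wells and 100% = biotin wells as full block of FRET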
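System: GST-NR2E3 and biotin-RetCOR proteins; probe or stimulus: 7 nM biotin-RetCOR; doses: compound at 4.8 µM, single dose; schedule: Compound–protein incubation for 5 h at 4 °C; detection: time-resolved FRET; read-out: percent inhibition; controls: biotin wells as high control, 0.6% DMSO wells as low control; format: 1536-well plates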
CF NFkB inh: inhibitors of PAF-induced NF-kB signaling, primary screen, cell-based, GFP fluorescence, uHTS | KKLEB NF-kB-GFP reporter, GFP fluorescence overnight | inhibition, % at 5 µM | 0.86% of 360,000 active | AID 588850, 2011;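 active = at least 50% inhibition at 5 µM, scaled per plate between neutral and stimulator controls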;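 note: PAF is a Pseudomonas aeruginosa culture filtrate used as stimulus; plate controls were PAF-stimulated DMSO wells for no effect and unstimulated DMSO wells for full effect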
PDI turbidity: inhibitors of human PDI, primary screen, biochemical, turbidity, single point, plate reader; 0.052% of 350,000 active; PDI insulin aggregation turbidity, A650, 90 min; Protein disulfide-isomerase (Homo sapiens), P07237; AID 588391, 2011; inhibition, % at 10 µM;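 active = mean inhibition across replicates of 30% or more, whatever share of single replicates reach that level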;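 note: absorbance from insulin aggregation driven by PDI reduction with DTT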
Target sequence (P07237 whole entry, looked up): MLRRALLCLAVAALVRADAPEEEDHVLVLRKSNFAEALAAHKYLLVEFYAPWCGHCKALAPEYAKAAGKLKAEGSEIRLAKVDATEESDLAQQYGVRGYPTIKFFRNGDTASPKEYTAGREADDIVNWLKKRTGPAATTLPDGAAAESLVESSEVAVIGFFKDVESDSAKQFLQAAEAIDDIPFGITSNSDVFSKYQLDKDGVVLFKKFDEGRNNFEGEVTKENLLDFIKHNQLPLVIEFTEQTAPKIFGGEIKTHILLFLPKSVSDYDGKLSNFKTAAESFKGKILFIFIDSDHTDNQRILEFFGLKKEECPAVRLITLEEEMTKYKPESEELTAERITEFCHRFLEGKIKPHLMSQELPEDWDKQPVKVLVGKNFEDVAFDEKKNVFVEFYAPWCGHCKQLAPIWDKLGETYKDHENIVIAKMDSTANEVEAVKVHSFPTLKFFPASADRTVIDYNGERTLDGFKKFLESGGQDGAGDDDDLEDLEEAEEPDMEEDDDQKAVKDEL
Peg3 prom inh: Peg3 promoter-driven luciferase inhibitors, primary screen, cell-based, HeLa, luciferase luminescence; HeLa PEG-Prom luciferase reporter, overnight; inhibition, % at 20 µM; 1.7% of 360,000 active;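 active = inhibition of at least 50% at 20 µM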
KKLEB cytotox: cytotoxicity in KKLEB CF airway cells, primary screen, cytotoxicity control for CF NF-kB inhibitor project, cell-based, uHTS, fluorescence assay plates. KKLEB CF airway cells viability, ATPlite luminescence, overnight; stronger effect = lower value; cells stimulated with P. aeruginosa culture filtrate. activity change (cytotoxicity), % at 5 µM. 0.36% of 360,000 active. AID 602141, 2011;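 active = corrected activity change at or below -50% at 5 µM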
Shn3 3UTR inh: reduction of Shn3 3'UTR firefly luciferase signal, primary screen, Schnurri-3 inhibitor project, cell-based, Clone20 osteoblasts, set 2; Clone20 osteoblast Shn3 3'UTR firefly luciferase, 24 h; inhibition, % at 12.5 µM; 0.52% of 360,000 active; AID 588674, 2011;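 active = mean inhibition of at least 75% with every replicate also reaching 75%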;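 note: 0% = median of neutral control wells and 100% = pilot-screen positive control compound; some compounds past the cut are filed as inactive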
MITF TRPM1 inh: inhibitors of MITF-dependent TRPM1 promoter reporter, primary screen, cell-based, SK-MEL-5, single point, luciferase; SK-MEL-5 TRPM1 promoter luciferase, 24 h; inhibition, % at 12.5 µM; 0.83% of 330,000 active; AID 488899, 2010;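 active = mean inhibition across replicates of 60% or more, whatever share of single replicates reaches that level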; note: values of inactives mirror those of a sister screen read the other way
Vif imaging: HIV Vif self-association inhibitors, primary screen, imaging, HEK293T, single point; HEK293T cells, Vif self-association by quenched fluorescence, 24 h; inhibition, % at 7.49 µM; 0.35% of 340,000 active; AID 602346, 2012; in the data active = inhibition above about 50%, passing the limit was not always enough; note: some results filed as inactive read as strong as hits
* = called active by the depositor; / = no result given.

SMILES	CaV13 FRET inh	NR2E3 ag-1	HIF-2a block	NR2E3 ag-2	CF NFkB inh	PDI turbidity	Peg3 prom inh	KKLEB cytotox	Shn3 3UTR inh	MITF TRPM1 inh	Vif imaging
COCCN(CCOC)C(=O)CN1C(=O)NC(Cc2c[nH]c3ccccc23)C1=O (stereo unspecified)	-2	-19	11	2	-8	-4	4	4	-3	15	13
Cc1ccc(S(=O)(=O)Nn2c(O)c(C=C3N=c4ccccc4=N3)sc2=S)cc1	-2	-41	-5	-2	9	-2	9	2	20	1	18
Cc1cc(C)c(S(=O)(=O)N2CCCC(C(=O)NCCC3=CCCCC3)C2)c(C)c1 (stereo unspecified)	-7	10	11	2	20	17	10	-1	39	7	/
CC(=O)c1ccc(COC(=O)c2cc3ccccc3oc2=O)cc1	-19	-17	-65	2	2	2	-79	-5	-55	-32	12
CC1CCC(=O)N(CCSc2ccccc2)CC1 (stereo unspecified)	-20	-119	-222	2	-13	-4	-234	-2	-31	-88	12
COc1cc(S(=O)(=O)N2CC(=O)Nc3ccccc32)ccc1NC(C)=O	-8	22	13	3	-2	-4	4	9	6	15	-4
COc1ccc(NC(=O)C2=C(C)NC(=O)NC2c2cccc(OC)c2OC)c(OC)c1 (stereo unspecified)	-6	-4	20	0	-13	-2	5	3	2	12	7
O=C(N=C1SC2CS(=O)(=O)CC2N1c1cccc(Cl)c1Cl)C1CCCO1 (stereo unspecified)	-3	-62	4	3	-4	-1	18	4	-31	-10	-2
COC(=O)c1c(C)[nH]c(C(=O)OCC(=O)N2c3ccccc3NC(=O)C2(C)C)c1C	-5	-28	15	-2	9	-2	9	-1	-3	5	-1
CN(C)S(=O)(=O)c1cccc(C(=O)Nc2cc(Cl)cc(Cl)c2)c1	-3	-17	-155	2	8	1	-92	-7	-18	-49	-12
Fc1ccc2nc(Nc3nc4cc5c(cc4s3)OCCO5)sc2c1	-15	-129	-189	2	8	-9	-171	-8	-118	-81	-5
Cc1ccc(-c2nnc3sc(C4COc5ccccc5O4)nn23)cc1 (stereo unspecified)	-7	-6	-143	-1	3	-2	-36	8	-18	5	/
Cc1cc(C(=O)COC(=O)c2ccc3c(c2)OCO3)c(C)n1CC1CCCO1 (stereo unspecified)	-1	27	-35	-2	6	-3	-135	0	-1	-39	2
O=[N+]([O-])c1cccc2nc3ccccc3c(NCCCn3ccnc3[N+](=O)[O-])c12	-2	-29	-9	/	-139	3	99*	-13	-4	82*	9
O=C1N=C(N2CCOCC2)S/C1=C\c1ccc(-c2ccccc2Cl)o1	-5	-8	-8	-3	-6	-1	55*	4	-4	-9	1
COc1cccc(N2[C@@H](CC(C)=O)c3ccc(/C=C/C(C)=O)cc3S2(=O)=O)c1	-5	-1	45*	3	-26	-3	100*	2	31	34	-6
COc1ccc(CN2CCN(C(=O)c3cc(C4CC4)nn3-c3ccccc3)CC2)cc1F	-4	2	-4	4	8	-44	-4	-2	-63	3	-5
CCOC(=O)NC(=O)C(/C=N/c1sccc1C(=O)OC)=C(\C)O	-15	0	5	0	-2	10	8	11	7	19	-3
CC(=O)c1ccc(N2CCN(C(=O)COc3ccccc3F)CC2)c(F)c1	-5	-26	7	2	4	-3	1	-10	7	-3	10
COc1ccccc1N1CCN(C(=O)C2CCN(C(=O)c3ccccc3C)CC2)CC1	-3	-19	13	1	6	0	15	-18	-3	-2	/
COc1cccc(-c2nnc(SC(C(=O)c3c[nH]c4ccccc34)c3ccccc3)n2C)c1 (stereo unspecified)	-15	-15	24	5	10	1	53*	-13	1	8	-20
O=C(N/N=C/c1ccc(N2CCOCC2)o1)c1cccc(C(F)(F)F)c1	-5	3	15	-4	4	10	13	19	58	10	0
Cc1cc(C)c2nc(C(F)(F)F)nc(NCCCN3CCCC3=O)c2c1	-5	0	12	2	25	2	4	-19	31	3	-20
CCCCn1cnc2cc(NCc3ccncc3)ccc21	-6	-5	6	-3	-2	0	-4	2	0	3	14
COc1ccc(NC(=O)CN(C)C(=O)Cc2ccc(S(=O)(=O)N3CCOCC3)s2)cc1	-7	12	11	7	19	9	-7	-4	-2	0	7
CCOC(=O)C1CCN(C(=O)CN2C(=O)COc3ccc(C(C)(C)C)cc32)CC1	-2	-5	1	-3	7	-2	2	-24	-5	-1	24
Cc1ccc(Nc2nc(NCc3ccco3)c3ccccc3n2)cc1	16	10	-130	1	32	1	106*	-40	96*	-21	-3
NNC(=O)c1ccc(N2CCCCCC2)c([N+](=O)[O-])c1	3	-47	10	-4	-19	3	1	4	-7	-2	2
CCOc1ccc(CC(=O)N/N=C(\C)c2cccnc2)cc1OCC	/	-34	-2	/	-2	-2	16	17	15	14	-3
COc1ccc(CSCCNC(=S)Nc2ccccc2)cc1Cl	-16	2	13	1	3	-7	5	-7	24	8	0
NS(=O)(=O)c1ccc(CNC(=O)c2scc3c2CCCC3)cc1	-3	-5	14	1	16	7	0	-10	-6	12	11
CC(=NNC(=O)Cn1ccc(C(F)(F)F)n1)c1ccc(-n2ccnc2)cc1	-6	-20	8	/	8	-7	9	2	3	5	-1
CCCCOC(=O)c1ccc(NC(C)=O)cc1	/	-30	-113	6	-8	3	-76	10	-12	-21	1
Cc1cc(C(=O)CSc2nnc(N)s2)c(C)n1Cc1cccs1	-5	-99	2	-3	21	-16	-78	-20	5	17	-9
O=C1CCCC2=C1C(c1ccc(Cl)cc1)C1C(=O)c3ccccc3C1=N2 (stereo unspecified)	-5	5	23	-1	-18	4	37	-2	10	11	-6
CC1(C)Cc2ccccc2C(NNC(=O)c2ccccn2)=N1	/	-20	7	-2	-3	5	26	-3	0	15	3
CCC(=O)c1ccc(OCC(=O)Nc2ccccc2N2CCOCC2)cc1	-6	1	-3	-1	-4	-11	12	-3	12	-1	6
COc1ccc(-n2cnc3c(sc4nc(N5CCOCC5)c5c(c43)CCCC5)c2=O)cc1	-2	-45	5	3	-4	-1	26	8	31	-3	3
Cc1ccc(NC(=O)NC2OC(=O)c3ccccc32)cc1 (stereo unspecified)	-10	17	-10	/	8	-2	4	-15	-10	-15	10
O=C(Nc1ccc2c(c1)OCO2)c1ccccn1	-18	-149	-171	5	11	-1	-234	2	-40	-47	3
CCOc1ccccc1Nc1nc(N)nc(Cl)c1CC	-6	-15	-1	/	16	0	1	5	-5	-5	-2
O=c1cc(CN2CCN(S(=O)(=O)c3ccccc3)CC2)nc2sccn12	-2	4	7	-1	14	9	18	6	-18	9	0
CCOC(=O)c1ccc(NC(=O)NNS(=O)(=O)c2cc(OC)ccc2OC)cc1	-6	-1	0	6	6	-1	24	4	-20	-2	/
O=C1C(c2ccccc2)SC(=Nc2ccccc2)N1S(=O)(=O)c1ccccc1 (stereo unspecified)	/	-41	-16	-1	4	-1	-21	6	-14	-10	9
COC(=O)c1c(NC(=O)CC2SC(N)=NC2=O)sc(C)c1C (stereo unspecified)	-3	5	4	4	-75	-5	6	23	-5	12	-6

Three entries out of the list, arranged by length of the SMILES, lowest first:
SMILES	CaV13 FRET inh	NR2E3 ag-1	HIF-2a block	NR2E3 ag-2	CF NFkB inh	PDI turbidity	Peg3 prom inh	KKLEB cytotox	Shn3 3UTR inh	MITF TRPM1 inh	Vif imaging
O=C1CCCC2=C1C(c1ccc(Cl)cc1)C1C(=O)c3ccccc3C1=N2 (stereo unspecified)	-5	5	23	-1	-18	4	37	-2	10	11	-6
CC(=NNC(=O)Cn1ccc(C(F)(F)F)n1)c1ccc(-n2ccnc2)cc1	-6	-20	8	/	8	-7	9	2	3	5	-1
COc1ccc(-n2cnc3c(sc4nc(N5CCOCC5)c5c(c43)CCCC5)c2=O)cc1	-2	-45	5	3	-4	-1	26	8	31	-3	3

Further structures:
SMILES	CaV13 FRET inh	NR2E3 ag-1	HIF-2a block	NR2E3 ag-2	CF NFkB inh	PDI turbidity	Peg3 prom inh	KKLEB cytotox	Shn3 3UTR inh	MITF TRPM1 inh	Vif imaging
Cc1ccc(C)c(S(=O)(=O)N2CCN(C(=O)c3cc(S(=O)(=O)NCc4ccccc4)ccc3C)CC2)c1	/	-10	16	-5	-5	0	17	7	-6	9	0
CCOc1ccc(-c2n[nH]c(C)c2-c2ccccc2OC)c(O)c1	-4	3	17	1	-14	-6	37	4	16	13	/
Cc1noc2ncnc(N3CCCC3)c12	8	-23	12	6	-6	10	8	0	-8	-2	25
Cc1ccc(C(=O)Nc2ccc(S(=O)(=O)NC3=NCCCCC3)cc2)cc1S(=O)(=O)N1CCOCC1	-1	16	9	0	9	13	24	0	2	11	13
CCOC(=O)C1=CC[C@@H](c2ccccc2)N(S(=O)(=O)c2ccc(C)cc2)[C@H]1C=C(C)C	-8	0	18	/	18	/	18	12	13	/	15
CN(C)C(=O)CSc1nc2ccccc2n1Cc1ccccc1	-4	7	4	-2	-2	3	4	12	5	-4	-2
c1ccc(-c2cc(-c3ccccc3)on2)cc1	2	-80	-307	1	-17	1	-303	-6	-60	-76	0
CC(C)CC(=O)N1CCN(S(=O)(=O)c2ccc(Cl)cc2)CC1	-2	-19	-2	3	8	1	16	-20	6	5	3
COC(=O)c1ccc(Cn2nnc3c(=O)[nH]c(C4CCCN(S(=O)(=O)c5cccc(Cl)c5)C4)nc32)cc1 (stereo unspecified)	-3	13	0	1	12	-3	20	2	-7	8	0
CCCn1c2ccc(C)cc2c2nnc(SCCN3CCOCC3)nc21	-4	-27	-99	0	0	0	-63	-8	48	18	-16
CCN(CC)C(=O)CN1C(=O)NC2(CCc3ccccc3C2)C1=O (stereo unspecified)	-7	2	7	2	-12	-2	5	21	-14	-10	20
CCOC(=O)C(NC(=O)c1ccccc1)=C(C)C	-8	5	18	4	12	-1	15	12	8	-3	5
COc1cccc(CC(=O)OCC(=O)NC2CCCC2)c1	-3	6	11	6	-6	2	0	4	0	0	1
Cc1cc(=O)n2[nH]c(N)c(N=Nc3ccccc3F)c2n1	-3	-15	-21	-5	-6	-3	-16	-13	-18	-6	-1
CN(CC(=O)Nc1ccc(F)c(F)c1F)C(=O)c1ccc(-n2cncn2)c([N+](=O)[O-])c1	-3	-30	14	-1	14	0	12	-7	-7	1	12
CC1Cc2ccccc2N1C(=O)CCn1c(=O)sc2ccccc21 (stereo unspecified)	-4	-45	-76	-2	-7	/	-46	-8	-13	-12	/
Cc1nnc(SCC(=O)NC2(C#N)CCCCC2)n1N	-12	-18	8	/	-2	-2	-14	5	10	/	4
